Assay outcomes: PubChem BioAssay, several laboratories
phage Ecoli inh: E. coli growth loss with phage present | growth absorbance | AID 651602 | inhibition, % at 11.9 µM | 0.26% of 360,000 active; in the data active means inhibition above about 11%
HTR5A inv ctr: HTR5A inverse agonism, opioid heterodimer counter-screen; HTR5A cell line, luminescence; P47898; inhibition, % at 9.3 µM; 0.083% of 340,000 active; in the data active means inhibition mostly above about 23%, no sharp cut-off; inactive means mostly below about 18%;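 further: 0% = cells with DMSO and 100% = no-cell wells with DMSO; some compounds called inactive have numbers as strong as hits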
Target sequence (P47898 whole entry, looked up): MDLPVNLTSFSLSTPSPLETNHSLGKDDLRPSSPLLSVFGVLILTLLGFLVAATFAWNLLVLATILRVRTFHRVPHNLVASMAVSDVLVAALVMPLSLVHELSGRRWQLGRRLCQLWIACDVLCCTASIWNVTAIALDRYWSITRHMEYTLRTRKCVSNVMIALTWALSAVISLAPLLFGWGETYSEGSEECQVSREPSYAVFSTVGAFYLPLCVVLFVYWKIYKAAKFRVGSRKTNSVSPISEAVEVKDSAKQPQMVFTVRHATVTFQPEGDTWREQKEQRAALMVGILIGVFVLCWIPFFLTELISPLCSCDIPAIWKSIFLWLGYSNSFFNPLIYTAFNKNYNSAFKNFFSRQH
E coli growth: reduces bacterial viability in AddAB counter-screen. E. coli V3065 growth, OD600 absorbance, 18 h. inhibition, % at 11.9 µM. 0.27% of 330,000 active. AID 449728;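 active means inhibition above the campaign's mean inhibition across all tested compounds plus 3 SD, cut at about 9.9% in these data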;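 further: uninfected addAB+ strain grown without phage in ampicillin broth; 0% = DMSO wells and 100% = ciprofloxacin 0.95 µg/ml wells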
PKA-R2B activ: activates the human PKA-R2B holoenzyme complex; activation, % at 11.4 µM; PKA-R2B holoenzyme dissociation, Cy5-IP20 fluorescence polarization; R2B truncated from residue 108, S112A mutant; 0% DMSO only, 100% 113 µM cGMP; 0.079% of 340,000 active;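 active means activation above a cutoff set at the mean over all compounds plus 3 SD, cut at about 18% in these data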;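 further: higher means more holoenzyme dissociation and a rise in polarization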
Target sequence (P31323 whole entry, looked up, other chains not shown, the tested form may be a part): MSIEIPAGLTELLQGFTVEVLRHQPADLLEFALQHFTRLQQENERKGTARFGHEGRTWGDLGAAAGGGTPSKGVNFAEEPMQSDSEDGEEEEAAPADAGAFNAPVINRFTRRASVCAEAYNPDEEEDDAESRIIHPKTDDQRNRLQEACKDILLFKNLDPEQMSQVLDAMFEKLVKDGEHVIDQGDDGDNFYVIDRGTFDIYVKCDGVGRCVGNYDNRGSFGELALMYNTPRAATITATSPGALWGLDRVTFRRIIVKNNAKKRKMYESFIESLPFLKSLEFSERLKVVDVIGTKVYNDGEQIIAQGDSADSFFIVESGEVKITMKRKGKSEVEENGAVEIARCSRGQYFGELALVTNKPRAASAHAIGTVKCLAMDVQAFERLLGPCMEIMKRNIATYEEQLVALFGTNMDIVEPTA
MOR-DOR inv ag: inverse agonist of human OPRM1-OPRD1 heterodimerization; P35372+P41143; cell-based MOR-DOR heterodimer luminescence, inverse agonism; inhibition, % at 9.3 µM; 0.21% of 340,000 active; AID 504357; in the data active means inhibition above about 22%, passing the limit was not always enough;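 further: 0% = cells with DMSO and 100% = wells without cells with DMSO; values of inactives mirror those of a sister screen read the other way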
AddAB inh: less growth of phage-infected E. coli with AddAB | inhibition, % at 11.9 µM | 0.29% of 330,000 active | AID 435030 | E. coli expressing H. pylori AddAB, absorbance growth; in the data active means inhibition above about 12%;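 further: 0% = vehicle wells of infected cells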
Tat transport: inhibitors of E. coli Tat protein transport; 0.036% of 340,000 active; inhibition, % at 10 µM; E. coli MC4100 TorA-mCherry Tat export, fluorescence; AID 488895;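 active means mean replicate inhibition at least 50% and at least half of replicates individually reaching 50%; inconclusive means only one of the two criteria met; inactive means neither criterion met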;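 further: exported cargo escapes ClpAP degradation while cytoplasmic cargo is degraded and loses fluorescence; 0% = median of neutral control wells and 100% = median of NaSCN control wells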
PfHsp90 set2: inhibits growth of yeast expressing Plasmodium falciparum Hsp90; S. cerevisiae expressing PfHsp90, BacTiter-Glo ATP, 48 h; yeast lacking PDR1 and PDR3 efflux regulators; inhibition, % at 9.4 µM; 0.32% of 310,000 active; AID 504621;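 active means every replicate shows inhibition above about 80%, whatever the replicate mean, limit read from the data; inconclusive means mean inhibition reaches the set limit but some replicate falls short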;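 further: 0% = DMSO neutral controls and 100% = 20 µM radicicol positive controls; yeast relying on Plasmodium falciparum Hsp90 in place of its own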
PKA-R1A act: activators of PKA-R1A complex; AID 504707; activation, % at 11.4 µM; PKA-R1A dissociation, Cy5-IP20 fluorescence polarization; scaled: DMSO 0%, 113 µM cGMP 100%; 0.083% of 340,000 active;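 active means percent activation above the mean of all tested compounds plus 3 SD, cut at about 19% in these data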;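 further: higher means more PKAc released from R1A so a rise in polarization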
SUMO Mot1 rescue: SUMOylation pathway inhibition by Mot1-301 growth rescue | 1% of 320,000 active | growth rescue, % at 18.8 µM | S. cerevisiae Mot1-301 growth rescue, ATP luminescence, 38.5C; percent above DMSO median, 100 means doubled;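 active means every valid replicate shows activation above 250% relative to neutral control wells; inactive means the rest, any valid replicate at or below 250%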;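 further: OY570 slx delta 5 strain wells were the positive control but not used for scaling; some compounds called inactive have numbers as strong as hits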
OPRM1-OPRD1 ag: agonists of human mu-delta opioid receptor heterodimerization; P35372+P41143; cells, OPRM1-OPRD1 heterodimerization, luminescence; activation, % at 9.3 µM; 0.3% of 340,000 active; in the data active means activation above about 18%;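 further: 0% = vehicle-treated cells and 100% = reference agonist; values of inactives mirror those of a sister screen read the other way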
* marks the source's active call; other numbers are inactive results; u = inconclusive; x = no result given.

SMILES	phage Ecoli inh	HTR5A inv ctr	E coli growth	PKA-R2B activ	MOR-DOR inv ag	AddAB inh	Tat transport	PfHsp90 set2	PKA-R1A act	SUMO Mot1 rescue	OPRM1-OPRD1 ag
COc1ccc(C(=O)NNC(=S)NC(=O)c2cccc([N+](=O)[O-])c2)cc1	-6.3	5	-6.2	5	12	-7.2	-7	6	0	-35	-2.3
COc1ccc(-c2cc(C(F)(F)F)nc(S(=O)(=O)CCC(=O)N3CCOCC3)n2)cc1	-0.6	-10	-0.7	-2	-7	0.1	-13	1	-3	-8	1.2
O=C(CN1CCCCCC1)Nc1ccc(Br)cc1[N+](=O)[O-]	1.2	-5	-1.0	-1	-25	-0.4	-4	-2	4	-24	4.5
[S-]c1nnc(-c2ccc(Br)cc2)n1-c1ccccc1.[Zn+2]	1.2	-5	3.3	6	12	1.5	14	1	0	4	-2.3
COc1ccc(-c2nc3cc(C)ccn3c2NC(=O)c2ccccc2OC)cc1	2.6	12	0.7	-4	11	-1.6	-3	-29	-5	15	-2.4
O=C(CCNC(=O)c1ccco1)NNC(=O)c1ccc(Br)cc1	6.0	-6	x	-2	11	x	-4	2	-12	x	-2.1
NC(=O)c1nsc(C(=O)N(Cc2cccnc2)C(C(=O)NC2CCCC2)c2ccc(F)cc2)c1N (stereo unspecified)	1.3	-5	-0.8	1	16	-1.7	3	-2	0	20	-2.5
Cn1c(=O)cc(OCCCC(=O)NCCCN2CCN(Cc3ccccc3)CC2)c2ccccc21	1.2	3	-1.7	6	4	0.2	-6	5	-6	-18	-0.8
CCc1ccc(N2C(=O)CN(Cc3cc(OC)c(OC)c(OC)c3)C2=S)cc1	1.4	-32	-2.1	0	3	3.7	-2	3	-5	-6	-0.5
COc1cc(C(C)=O)ccc1OCC(O)CN1CCN(c2ccc(F)cc2)CC1 (stereo unspecified)	-0.2	-5	0.9	-1	3	2.2	-6	21	9	-5	-0.6
Oc1ccc(-c2nccc(-c3ccc(Cl)cc3)n2)cc1	4.5	-11	-3.3	-1	-9	-2.6	-4	9	-8	33	1.8
CCCCNC(=S)NNc1c(Cl)cc(Cl)cc1Cl	5.9	-16	1.1	2	-13	1.8	6	x	3	x	2.7
CCOc1ccccc1NC(=O)N1CCC(n2nnc3cc(C)ccc32)CC1	-0.2	8	1.0	-9	19	4.5	0	x	5	43	-3.3
O=C(c1cccc2nc3ccccc3nc12)N1CCOCC1	2.9	-20	0.8	-1	11	0.3	1	4	-2	-6	-2.1
C=CCNC(=O)c1sccc1Oc1ccc(F)cc1[N+](=O)[O-]	1.9	-8	-2.4	-4	2	-1.0	12	29	-2	-6	-0.3
Cc1c(-c2cccs2)[n+](=O)c2c(n1[O-])CCCCC2	3.1	-3	-2.4	-5	15	1.9	-1	x	4	3	-2.6
Cc1ccc(C(=O)NNC(=O)C2CCN(Cc3ccc(Cl)c(Cl)c3)CC2)cc1	2.2	-15	-0.5	-7	-15	2.6	1	10	-10	417	3.3
O=C1NC(c2cn(-c3ccccc3)nc2-c2cccs2)C(C(=O)c2cccnc2)C(O)(C(F)(F)F)N1 (stereo unspecified)	2.2	-2	0.7	0	9	2.9	-1	-12	-14	10	-1.9
c1cn2cc(-c3ccc4c(c3)OCO4)nc2s1	3.0	-8	-0.2	-7	-2	3.3	-7	9	-2	-3	0.4
Cc1ccccc1NC(=O)/C=C/c1cccc(C(F)(F)F)c1	-0.5	-6	-2.1	-2	-38	-0.2	-6	12	2	4	6.6
NS(=O)(=O)c1cccc(NC(=O)COC(=O)CCc2ccccc2)c1	0.8	12	-2.3	-9	10	3.6	7	8	0	-20	-1.4
COc1ccc(CN2CCCC2C(=O)Nc2ccc(OC)c(OC)c2)cc1OC (stereo unspecified)	0.6	-7	1.2	-8	3	-0.6	-5	2	-8	28	-0.6
CC(C)N(C(=O)[C@H]1C[C@H](CC(=O)NCc2ccco2)C(=O)N2CCc3c([nH]c4cc(-c5ccco5)ccc34)[C@]12C)C(C)C	1.4	-22	-2.7	-2	-4	-1.1	2	29	-2	x	0.9
NC(=O)C1CCN(C(=O)CCCCCn2c(=O)[nH]c3ccsc3c2=O)CC1	1.5	-24	-1.7	10	-2	2.3	3	-3	-1	22	0.3
O=C(Cc1ccc(Br)cc1)Nc1ccccc1N1CCCC1	0.9	5	0.1	5	-18	3.2	11	-38	4	-12	4.3
CCOC(=O)CSc1cc(CS(C)(=O)=O)nc(-c2ccccn2)n1	5.3	4	1.4	3	11	1.4	u	-3	-11	3	-2.2
O=C(NCCCN1CCOCC1)c1cc2nc(-c3ccco3)cc(C(F)(F)F)n2n1	1.7	-5	2.1	2	5	1.5	0	7	-2	-19	-0.8
COc1cc(NC(=O)C/C(C)=N/NC(=O)c2ccccn2)c(OC)cc1Cl	-0.7	-3	-1.3	-11	11	2.7	-1	-40	-12	4	-1.9
COC(=O)c1c(-c2ccc(OC)cc2)sc2cc(OC)c(OC)cc12	1.9	-34	2.5	-10	5	5.6	9	-8	-3	23	-0.9
CCCCCCCCNCCS(=O)(=O)NCc1ccccc1OC	4.6	-1	x	-3	-3	x	-1	0	8	x	0.8

Entries of single compounds as entered above:
CCOC(=O)CSc1cc(CS(C)(=O)=O)nc(-c2ccccn2)n1 is entered as phage Ecoli inh = 5.3; HTR5A inv ctr = 4; E coli growth = 1.4; PKA-R2B activ = 3; MOR-DOR inv ag = 11; AddAB inh = 1.4; Tat transport = u; PfHsp90 set2 = -3; PKA-R1A act = -11; SUMO Mot1 rescue = 3; OPRM1-OPRD1 ag = -2.2
O=C(NCCCN1CCOCC1)c1cc2nc(-c3ccco3)cc(C(F)(F)F)n2n1 is entered as phage Ecoli inh = 1.7; HTR5A inv ctr = -5; E coli growth = 2.1; PKA-R2B activ = 2; MOR-DOR inv ag = 5; AddAB inh = 1.5; Tat transport = 0; PfHsp90 set2 = 7; PKA-R1A act = -2; SUMO Mot1 rescue = -19; OPRM1-OPRD1 ag = -0.8

Next section:
SMILES	phage Ecoli inh	HTR5A inv ctr	E coli growth	PKA-R2B activ	MOR-DOR inv ag	AddAB inh	Tat transport	PfHsp90 set2	PKA-R1A act	SUMO Mot1 rescue	OPRM1-OPRD1 ag
CCn1c(SCC(=O)Nc2nc3ccccc3s2)nnc1-c1ccc(Br)cc1	1.6	-40	1.8	-1	-14	2.5	0	-8	-7	-2	2.5
O=C(NNS(=O)(=O)c1ccc([N+](=O)[O-])cc1)c1cnn(-c2ccccc2)c1-n1cccc1	0.6	14	-2.7	6	8	0.0	10	x	-2	-6	-1.4
CN1CCN(CC(O)COc2ccc(OCC(O)CN3CCN(C)CC3)cc2)CC1 (stereo unspecified)	1.5	-6	-2.2	6	20	2.9	-7	-9	-12	70	-3.3
CC1CCN(S(=O)(=O)c2cccc(C(=O)NCc3ccco3)c2)CC1	3.9	-20	1.3	-11	-5	1.2	-3	21	-3	15	1.0
CCCc1cc(=O)n2[nH]c(-c3ccco3)nc2n1	2.6	14	2.3	-4	-6	3.0	6	-20	5	-6	1.1
O=C(CN(C(=O)c1csnn1)c1ccccc1)NCc1ccc2c(c1)OCO2	2.2	-21	1.8	0	2	3.4	-7	-2	-7	-12	-0.2
COc1cc2ccccc2cc1C(=O)NCC(c1cccs1)N(C)C (stereo unspecified)	0.1	5	0.5	1	-375	2.1	3	9	-3	-9	72*
CCN(CC)CCNCc1ccc(Br)cc1OCC(=O)NCc1ccccc1	-1.6	-1	-4.4	-5	-13	-3.1	-5	36	-7	-9	2.5
O=C(NC1CCCCCCC1)c1ccc(S(=O)(=O)N2CCCC2)cc1	0.9	16	1.8	-4	9	3.0	-1	x	-11	53	-1.8
Cc1cccc(-n2ncc3c2CCCC3NC(=O)Cn2cccn2)c1C (stereo unspecified)	1.5	15	0.3	13	5	-3.7	8	-6	4	-18	-0.8
CCOC(=O)c1oc2ccc(OC)cc2c1NC(=O)CN1CCN(C)CC1	0.5	-7	0.8	-2	4	0.3	12	x	-3	-11	-0.6

Sorted by length of the SMILES (descending): three of the compounds above.
SMILES	phage Ecoli inh	HTR5A inv ctr	E coli growth	PKA-R2B activ	MOR-DOR inv ag	AddAB inh	Tat transport	PfHsp90 set2	PKA-R1A act	SUMO Mot1 rescue	OPRM1-OPRD1 ag
COc1cc(NC(=O)C/C(C)=N/NC(=O)c2ccccn2)c(OC)cc1Cl	-0.7	-3	-1.3	-11	11	2.7	-1	-40	-12	4	-1.9
O=C(CN(C(=O)c1csnn1)c1ccccc1)NCc1ccc2c(c1)OCO2	2.2	-21	1.8	0	2	3.4	-7	-2	-7	-12	-0.2
COc1ccc(CN2CCCC2C(=O)Nc2ccc(OC)c(OC)c2)cc1OC (stereo unspecified)	0.6	-7	1.2	-8	3	-0.6	-5	2	-8	28	-0.6

Individual results from the list.
`COc1cc2ccccc2cc1C(=O)NCC(c1cccs1)N(C)C` (stereo unspecified) | E coli growth: 0.5
`CC1CCN(S(=O)(=O)c2cccc(C(=O)NCc3ccco3)c2)CC1` | SUMO Mot1 rescue: 15
